# N370S GC: inhibits or activates N370S mutant glucocerebrosidase | P04062 | N370S GC spleen homogenate, 4MU-glucoside fluorescence | Potency, µM (top dose mostly 59.4 µM), for inactives: at the top dose activity change, negative = inhibition, most hits filed as inhibitors | 330,000 compounds, 0.092% hits;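 also: 0% = full enzyme activity and -100% = no enzyme basal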
# TDP1 block: blocks human tyrosyl-DNA phosphodiesterase 1; Q9NUW8; recombinant TDP1, AlphaScreen DNA substrate cleavage; 350,000 compounds, 0.28% hits; Potency, µM (doses to about 130 µM), inactives show top-dose activity change, negative = inhibition, usual class: inhibitors; AID 485290; also: nearly all actives have a fitted effect of over 40% in size
# Target sequence (Q9NUW8 whole entry, looked up): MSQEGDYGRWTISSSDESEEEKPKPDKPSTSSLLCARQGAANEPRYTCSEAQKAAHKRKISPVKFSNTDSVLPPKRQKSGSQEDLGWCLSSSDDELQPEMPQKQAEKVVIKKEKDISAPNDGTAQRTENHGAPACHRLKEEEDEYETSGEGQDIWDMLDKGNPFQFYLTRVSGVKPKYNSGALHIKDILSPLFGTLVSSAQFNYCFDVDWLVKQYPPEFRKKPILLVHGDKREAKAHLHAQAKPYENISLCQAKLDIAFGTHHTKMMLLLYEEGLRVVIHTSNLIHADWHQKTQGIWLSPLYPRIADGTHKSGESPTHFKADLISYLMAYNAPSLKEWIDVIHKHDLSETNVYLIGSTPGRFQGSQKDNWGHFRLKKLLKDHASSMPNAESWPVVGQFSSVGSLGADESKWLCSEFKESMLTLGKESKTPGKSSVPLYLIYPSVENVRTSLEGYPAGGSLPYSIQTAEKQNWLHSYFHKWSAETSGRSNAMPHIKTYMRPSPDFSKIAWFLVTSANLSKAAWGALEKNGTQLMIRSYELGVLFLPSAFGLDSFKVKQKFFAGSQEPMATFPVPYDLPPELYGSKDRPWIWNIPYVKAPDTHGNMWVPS
#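 Recombinant human Tdp1 (E. coli-expressed, 1 nM final) preincubated with compounds 15 min at room temperature, then 5'-biotin/3'-phosphotyrosine-FITC DNA substrate (15 nM final) added for 5 min. AlphaScreen beads (10 ug/ml final) added 10 min; cleavage lowers signal.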
# FEN1 inhibitor: human FEN1 inhibition | 390,000 compounds, 0.35% hits | P39748 | Recombinant FEN1 flap cleavage, fluorescence, 15 min | Potency, µM (titrated, usually from 114 µM), for the others: at the top dose activity change, negative = inhibition, usual class: inhibitors | AID 588795; also: nearly all actives have a fitted effect of over 65% in size
# Target sequence (P39748 whole entry, looked up): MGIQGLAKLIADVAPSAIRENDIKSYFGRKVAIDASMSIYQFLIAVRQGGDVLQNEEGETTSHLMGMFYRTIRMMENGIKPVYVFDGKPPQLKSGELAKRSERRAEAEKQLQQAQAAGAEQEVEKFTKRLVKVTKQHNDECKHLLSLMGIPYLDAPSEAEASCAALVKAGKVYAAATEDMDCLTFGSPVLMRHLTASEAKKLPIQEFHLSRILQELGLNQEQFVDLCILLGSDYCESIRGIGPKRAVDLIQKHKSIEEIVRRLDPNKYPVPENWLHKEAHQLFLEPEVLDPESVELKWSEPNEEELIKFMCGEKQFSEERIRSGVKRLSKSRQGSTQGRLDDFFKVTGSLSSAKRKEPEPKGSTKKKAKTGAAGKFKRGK
#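 With each library titrated from low to high concentration, compounds met 10 nM FEN1 for 15 min at room temperature before 50 nM substrate was added; readings at 0 and 15 min fed four-parameter Hill curve fits.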
# * hit, by the source's call; ? = inconclusive; · = no result given; & = joins results of further samples; [ ] = another dose, or the depositor's remark. Calls follow the shape of the dose curve; as a rule, active = well fitted curve in the direction sought with a large enough effect; inconclusive = small, poorly fitted or top-dose-only effect, or another doubt; inactive = no such curve, though single readings can be large; an effect the other way counts as inactive or inconclusive. Unless noted, % is scaled to controls: 0 for no effect and ±100 for the full control effect; potency is read from the fitted curve at half-maximal effect.
N370S GC	TDP1 block	FEN1 inhibitor	SMILES
-4%	9%	-1%	CCCN(CCC)Cc1c(C(=O)N/N=C/c2ccc(Br)cc2)nnn1-c1nonc1N
-1%&0%&14%	14%[56.1 µM]	-3%	CCCCOc1cc(CC2CNC(=O)N2)ccc1OC (configuration not stated)
7%	-2%	6%	O=C(OCc1cc2ccccc2[nH]c1=O)c1ccncc1
·	6%	-1%	CCOC(=O)c1cccc(NC(=O)CCn2nc(C)c3c(C)n(-c4ccccc4)nc3c2=O)c1
-23%	-15%[0.505 µM]	3%	CSCCC(NS(=O)(=O)c1ccc(C)cc1)C(=O)N1CC=C(c2ccccc2)CC1 (configuration not stated)
7%	8%	·	C=CC[C@@](C(C)=O)(C(=O)OC)C(NC(=O)OC)c1ccccc1 (some centres not stated)
18%	-1%	-5%	O=C(c1cccc(COCC(F)(F)C(F)F)c1)N1CCN(c2ccccc2)CC1
-13%	1%[56.1 µM]	-9%	CCOC(=O)N1CCN(C(=O)CN(CC)S(=O)(=O)c2cc(C)ccc2OC)CC1
0%	·	11%	Cc1c(OCC(=O)N[C@@H](CSCc2ccccc2)C(=O)O)ccc2c3c(c(=O)oc12)CCC3
-4%	5%	15%	Nc1c(Cl)cc(-c2cn(CCC(=O)O)c(-c3ccncc3)n2)cc1Cl
·	-1%	-8%	O=C(NCc1cc(C(F)(F)F)ccc1Cl)c1cccc2c1C(=O)c1ccc(N3CCCCC3)cc1S2(=O)=O
·	8%	-15%	O=C1Cc2cc(S(=O)(=O)Nc3cccc(C(F)(F)F)c3)cc3c2N1CCC3
·	5%	3%	O=C(C1CCCN(S(=O)(=O)c2cccc3nsnc23)C1)N1CCN(c2ccccc2)CC1 (configuration not stated)
-22%	·	-18%	CC(C)CC[n+]1ccccc1/C=C/c1ccc(N(C)C)cc1
2%	4%	1%	CCCn1cnnc1CNC(=O)C1CCC(=O)N(CCCc2ccccc2)C1 (configuration not stated)
·	1%	0%	Cc1cc(C)n(CC(=O)NNC(=O)c2ccc(S(C)(=O)=O)cc2)n1
-18%	0%	0%	O=C(c1ccc(COc2ccccc2Br)o1)N1N=C(C(F)F)CC1(O)C(F)F (configuration not stated)
2%	4%	-9%	CC1(C)CC(C(CC(=O)O)c2ccccc2)CCO1 (configuration not stated)
-19%	·	9%	COc1ccc(Cn2c(C)nc3ccc([N+](=O)[O-])cc3c2=O)cc1
-1%	9%	-4%	COC(=O)c1ccc(N2CCN(C)CC2)c(NC(=O)c2cccs2)c1
-19%	2%	-15%	CCC(CC)Nc1ccc(C(CC(N)=O)NC(=O)Cc2ccc(Br)cc2)cc1[N+](=O)[O-] (configuration not stated)
·	-1%[56.1 µM]	-5%	CO[C@H]1CC[C@@]2(C)[C@@H](CC[C@@H]3[C@@H]2CC[C@@]2(C)[C@H]3C[C@H](C(=O)N[C@@H](CCCN=C(N)N)C(=O)NCC(=O)N[C@@H](CC(=O)O)C(N)=O)O[C@]23CCCO3)C1
15%	5%	-10%	CCOc1ccccc1N1CCN(C(=O)/C=C/c2cccc([N+](=O)[O-])c2)CC1
21%	5%&3%	-6%&-13%	O=C(NC1CCCC1)c1ccc(CSc2nc3ccncc3n2Cc2ccc(F)cc2)cc1
3%	8%	14%	Cc1ccccc1NC(=S)NCCc1c[nH]c2ccccc12
1%	1%	-2%&-15%	CC(=O)c1ccc(NC(=O)c2cc(S(=O)(=O)N3CCOCC3)ccc2C)cc1
-1%	11%	?	O=C1NC(=Nc2ccccc2Cl)S/C1=C\c1cccc([N+](=O)[O-])c1O
0%	4%	-24%	COc1ccc(OC)c(C2=NS(=O)(=O)N(C)C(C(=O)Nc3cccc(C(C)=O)c3)=C2)c1
-9%	1%	0%	COc1ccc(OC)c(/C=N/NC(=O)C(=O)N2CCCCCC2)c1
·	0%	-2%	CCN(CC(=O)Nc1cc(Cl)ccc1C)C(=O)CC1CCCC1
-9%	-8%[0.0935 µM]	7%	O=C(NCCOc1ccc(Cl)cc1)c1ccco1
1%	·	-5%	C=CCOCCN1C(=O)C2C3C=CC(C2C1=O)C1C2C(=O)N(CCOCC=C)C(=O)C2C31 (configuration not stated)
-2%	·	1%	NC(=O)COc1ccccc1
13%	2%	?	CC(C)(C)c1cc(C(=O)NCC(=O)OCC(=O)c2cccc([N+](=O)[O-])c2)cc(C(C)(C)C)c1
-4%	0%	13%	CCc1cccc(C)c1NC(=S)N(CCN(C)C)C(C)c1ccco1 (configuration not stated)
5%	-3%	0%	CCN(CC(=O)Nc1ccc2c(c1)OCCO2)C(=O)/C=C/c1ccccc1
2%	2%	13%	COc1ccc(CNC(=O)c2ccc(S(=O)(=O)N3CCOCC3)cc2)cc1
-1%	7%	3%	CC(=O)Nc1cc(-c2nn(CC(=O)N3CCCCC3)c(=O)c3ccccc23)ccc1N1CCOCC1
1%	·	-17%	CN(c1ccccc1C(=O)Nc1cccc([N+](=O)[O-])c1)S(=O)(=O)c1ccccc1
26%	-10%	4%	O=C(Nc1scc(-c2ccccc2)c1C(=O)O)c1ccco1
4%	2%	0%	FC(F)(F)c1cccc(NC(=S)NC2CCCC2)c1
-21%	2%	-16%	COc1cc(/C=N/NC(=O)/C(=C\c2ccc3c(c2)OCO3)NC(=O)c2ccccc2)ccc1O
·	8%	29%	CCC(=O)N1CCc2cc(CNS(=O)(=O)c3cc(OC)ccc3OC)ccc21
·	0%	-8%	CCOC(=O)CSc1nc2cc(OC)c(OC)cc2cc1C#N
14%	0%	-5%	CCOc1ccc(NC(=O)C(c2ccccn2)N(C(=O)CCl)c2ccc(OC)cc2)cc1 (configuration not stated)
-11%	·	-16%	NC(=O)C(c1ccc(F)cc1)c1ccc(C(=O)c2ccccc2)cc1 (configuration not stated)
·	1%	?	CCCC(C(=O)Nc1ccc(S(=O)(=O)N2CCOCC2)cc1)c1ccccc1 (configuration not stated)
·	-2%	6%	COc1ccc2oc(C(=O)OCC(=O)NCCc3ccc(S(N)(=O)=O)cc3)c(C)c2c1
5%	8%	-1%	CCOC(=O)c1cc(C(=O)c2cc(Br)ccc2O)coc1=N
-3%	·	13%	Cc1cc(OCC(=O)NC(Cc2ccc(Cl)cc2)C(=O)O)c2c(C)cc(=O)oc2c1 (configuration not stated)

# The list continues.
N370S GC	TDP1 block	FEN1 inhibitor	SMILES
-1%	·	-10%	Cc1ccc2c(cnn2C(=O)CCCC(=O)NCc2ccc(F)cc2)c1
-2%	-13%	2%	O=C(COC(=O)c1ccc(Cl)nc1)NNC(=O)c1ccc(Cl)cc1
8%&0%	0%	·	NCCC(=O)O
-1%	11%	-2%	CC(=O)OCC(OC(C)=O)C(OC(C)=O)C(OC(C)=O)C(=O)Nc1ccc(C)cc1C (configuration not stated)
2%	5%	-23%	O=C(Nc1nnc(-c2ccccn2)o1)c1cccc(Br)c1
-1%	2%	-5%	COc1ccc(C)cc1S(=O)(=O)N1CCC(C(=O)N2CCOCC2)CC1
1%	6%	4%	COCC(C)NC(=O)C1CCN(S(=O)(=O)c2ccc3ccccc3c2)CC1 (configuration not stated)
7%	2%	-1%	CCCn1c(N)c(NCCN2CCOCC2)c(=O)[nH]c1=O
?	-2%	2%	O=C(NCc1ccccn1)c1c(O)c2c([nH]c1=O)CCCC2
-9%	2%	2%	Cc1ccc(Cl)c(OCCCCN(C)Cc2ccccc2)c1
-4%	7%	2%	CN=C1S/C(=C\c2cn(CC(=O)OC)c3ccccc23)C(=O)N1C
4%	1%	2%	CCOc1ccccc1CN1CCC(CO)(CCOc2ccccc2)CC1
-14%	·	12%	COc1ccc(OC)c(C2=NO[C@@](CC(=O)O)(C(=O)Nc3ccc4c(c3)OCCO4)C2)c1
·	3%	2%	CCOC(=O)c1cccc(NC(=O)C(C)n2nc(C)c3c(C)n(-c4ccccc4)nc3c2=O)c1 (configuration not stated)
-1%	4%	-3%	Cc1ccc(Nc2ncnc(-n3cccc3)n2)cc1Cl
16%	1%	46%[activator]	CCOC(=O)c1cnc(SCC(=O)OC)nc1N
-13%	-2%	-3%	NS(=O)(=O)c1ccc(N/C=C\C(=O)c2ccc(F)cc2)cc1
3%	6%	2%	COC(=O)/C=C1/S/C(=N/NC(=O)c2ccccc2)NC1=O
-10%	6%	-4%	S=C(NCc1ccccc1)N1CCn2cccc2C1c1cccnc1 (configuration not stated)
·	-1%	8%	Cc1nc(-n2nc(C)c(Cc3ccc(Cl)cc3)c2C)sc1C(=O)N1CCCCC1C (configuration not stated)
6%	6%	-2%	O=C(COC(=O)CCc1nc2ccccc2s1)NC(=O)NCc1ccco1
10%	3%	-3%	CCOc1ccccc1NC(=O)N1CCCC1C(=O)Nc1ccc(-n2cnnn2)c(C)c1 (configuration not stated)
-9%	·	0%	CC(C)c1cc(C(F)(F)F)n2nc(C(=O)Nc3ccc(-n4cnnn4)cc3)cc2n1
18%	4%	-10%	CC1CCCCC1NC(=O)CN1CCC(O)(c2ccc(F)cc2)CC1 (configuration not stated)
13%	6%	-6%	CCOC(=O)c1sc(NC(=O)COC(=O)CNC(=O)C2CCCCC2)c(C(=O)OCC)c1C
·	-19%	?	Cc1noc(C)c1CSCC(=O)Nc1nc2c(F)cc(F)cc2s1
9%	3%	0%	Cc1cccc(N2CCN(C(=O)Cn3ccc4ccccc4c3=O)CC2)c1C
·	-1%[56.1 µM]	?	Cc1ccc(S(=O)(=O)N2CCC(C(=O)Nc3ccc(C(C)C)cc3)CC2)cc1
3%	2%	-2%	CC(N)C12CC3CC(C1)CC(C(C)N)(C3)C2 (configuration not stated)
-12%	-1%	3%	CC(=O)c1ccc(N2CCN(C(=S)Nc3cccc(Cl)c3)CC2)cc1
-4%	6%	-3%	O=[N+]([O-])c1cccc(CN(CCO)Cc2ccccc2)c1
4%	1%	-4%	CCn1c(Cc2ccccc2)nnc1SCC(=O)OC(C)C
-7%	-2%	1%	COc1cccc2cc(C(=O)OC(C)C(=O)c3ccc(C)cc3)c(=O)oc12 (configuration not stated)
-15%	3%	8%	Nc1cc(=O)[nH]c(SCC(=O)Nc2ccc(S(=O)(=O)N3CCCCC3)cc2)n1
-4%	4%	-11%	CCN(CC(O)Cn1c2ccccc2c2ccccc21)S(=O)(=O)c1ccc(F)cc1 (configuration not stated)
-13%[12.8 µM]	0%	-6%	CC(=O)c1c(N2CCC(C(N)=O)CC2)nc(=S)n(-c2ccccc2)c1C
20%	7.1µM*	·	OCCN1CCN(C(c2cccs2)c2ccc3cccnc3c2O)CC1 (configuration not stated)
10%	·	19%	CSc1ncc(Cl)c(C(=O)Nc2ccccc2Br)n1
-19%	0%	-28%	O=C(NCCC1=CCCCC1)Nc1ccc2nsnc2c1
-15%	·	1%	Cc1cccc(NC(=O)Cn2c(=O)oc3ccccc32)c1C
-12%	3%	14%	O=[N+]([O-])c1ccc(O)c(/C=N/n2cnc3ccccc32)c1
7%	4%	-8%	CC(=O)CCN1CCOCC1
-10%	0%	-18%	Cc1ccc(S(=O)(=O)NCCC(=O)N2CCN(S(=O)(=O)c3cccc(F)c3)CC2)cc1C
1%	5%	5%	CCCCN(C)C(=O)C1CCC(=O)N(c2cc(OC)c(OC)c(OC)c2)C1c1ccc(OC)cc1 (configuration not stated)
-3%	·	18%	NNC(=O)Cn1nnc(-c2ccc(C(F)(F)F)cc2)n1
-4%	5%	14%	COc1cccc(CN2CCN(C(=O)Nc3ccc([N+](=O)[O-])cc3)CC2)c1
-1%	0%	-9%	O=C(c1cccc(Br)c1)N1CCN(C(=O)c2cccc(Br)c2)CC1

# In the list so far, seven contain bromine:
N370S GC	TDP1 block	FEN1 inhibitor	SMILES
-4%	9%	-1%	CCCN(CCC)Cc1c(C(=O)N/N=C/c2ccc(Br)cc2)nnn1-c1nonc1N
-18%	0%	0%	O=C(c1ccc(COc2ccccc2Br)o1)N1N=C(C(F)F)CC1(O)C(F)F (configuration not stated)
-19%	2%	-15%	CCC(CC)Nc1ccc(C(CC(N)=O)NC(=O)Cc2ccc(Br)cc2)cc1[N+](=O)[O-] (configuration not stated)
5%	8%	-1%	CCOC(=O)c1cc(C(=O)c2cc(Br)ccc2O)coc1=N
2%	5%	-23%	O=C(Nc1nnc(-c2ccccn2)o1)c1cccc(Br)c1
10%	·	19%	CSc1ncc(Cl)c(C(=O)Nc2ccccc2Br)n1
-1%	0%	-9%	O=C(c1cccc(Br)c1)N1CCN(C(=O)c2cccc(Br)c2)CC1

# Profiles, looked up by structure:
# CCCCN(C)C(=O)C1CCC(=O)N(c2cc(OC)c(OC)c(OC)c2)C1c1ccc(OC)cc1 (configuration not stated) reads N370S GC: 1%; TDP1 block: 5%; FEN1 inhibitor: 5%
# Cc1cccc(NC(=O)Cn2c(=O)oc3ccccc32)c1C reads N370S GC: -15%; TDP1 block: ·; FEN1 inhibitor: 1%

# Source: PubChem (National Center for Advancing Translational Sciences (NCATS))
